Screening data from PubChem BioAssay.
Lipid storage S3: qHTS Assay for Lipid Storage Modulators in Drosophila S3 Cells. Drosophila S3 cells, BODIPY lipid droplet fluorescence, 18-24 h; cells fed with added oleic acid. Potency in µM for hits, for the others lipid storage change, negative = inhibition, % at the top dose, mostly 46.1 µM. 320,000 tested, 0.64% active; active = well fitted inhibition curve with a large enough effect in the signal ratio, with a control signal flat, not every such curve was filed as active; inconclusive = small, poorly fitted or top-dose-only effect, or effect the other way, or a change in a side signal; the % refers to the signal ratio
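Drosophila S3 cells loaded with oleic acid (400 uM, as added) and compounds at several concentrations; lipid droplets imaged by 488-nm laser-scanning cytometry, 500–530 nm intensity and object ratio to cell channel. Percent activity normalized to 20 uM Triacsin C.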
Lipid storage S3 cell count max: recorded beside Lipid storage S3, whose call it bears; cell number change, %; measured here: cell count max response;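 cells counted by Cell Tracker Red CMTPX staining in the red channel; peak over a dose series mostly up to 46.1 µM; percent activity relative to internal control wells on each plate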
* hit, by the source's call; i = inactive; ? = inconclusive; / = not tested or not shown. % is scaled to controls: 0 for no effect and ±100 for the full control effect; potency is read from the fitted curve at half-maximal effect.

molecule,Lipid storage S3,Lipid storage S3 cell count max
CCOc1ccc(-c2csc(NC(=O)c3cccc(N4C(=O)CCC4=O)c3)n2)cc1,?,/
C[N+]1(CCN2C(=O)C3CC=C(Cl)CC3C2=O)CCOCC1 (stereo not given),5.2%,-3.5
N#Cc1c(NC(=O)CCN2C(=O)c3ccccc3C2=O)oc(-c2ccccc2)c1-c1ccccc1,i,17.3
Cc1c(C2C(C#N)=C(N)N(c3cccc([N+](=O)[O-])c3)C3=C2C(=O)CCC3)cnn1C (stereo not given),?,/
COC(=O)CCCC(=O)NCC1(N(C)Cc2ccccc2)Cc2ccccc2C1,-2.8%,19.2
CCS(=O)(=O)NCc1csc(C)n1,i,/
CCC(C)(C)C1CCC2(CC1)NC(=O)N(CC(=O)NCCOc1ccccc1)C2=O (stereo not given),0.4%,-13.7
COc1cc(NC(=O)CN(C)CCOc2ccccc2)c(C)cc1[N+](=O)[O-],?,/
COc1ccc(S(=O)(=O)NCCN2CCOCC2)cc1Br,i,9.4
CC1Cc2cc(S(=O)(=O)NCCc3ccccc3)ccc2N1C(=O)C1CC1 (stereo not given),i,-9.7
CC1(C)CC(=O)C(C=NCCN2CCN(C3CC(=O)N(c4ccc(F)cc4)C3=O)CC2)=C(O)C1 (stereo not given),-13.6%,/
O=C(O)/C=C/C(=O)NNC(=O)c1ccccc1Br,-1.8%,0.9
COc1cccc(NC(=O)CN2C(=O)C3(OCCCO3)c3ccccc32)c1,9.0%,8.5
O=C(Nc1ccc(C(=O)O)cc1)/C(=C\c1ccco1)NC(=O)c1ccco1,i,5.4
Cc1ccc(NC2CCCN(C(=O)Cc3nonc3C)C2)cc1C (stereo not given),?,/
Cc1ccc(C(=O)CSc2cnc3ccccc3n2)cc1C,?,/
COCCNC(=O)c1ccc2c(c1)nc(C)n2-c1cc(OC)c(OC)c(OC)c1,0.3%,-1.3
O=C(O)c1cc(S(=O)(=O)N2CCCc3ccccc32)ccc1Cl,-8.1%,-1.6
CCN(C(=O)CSc1nnc(C)n1-c1cccc(C)c1)C1CCS(=O)(=O)C1 (stereo not given),?,/
O=C(NCc1ccncc1)Nc1ccccc1,3.6%,19.3
CC1CC(c2ccccc2)NS(=O)(=O)O1 (stereo not given),?,/
Cc1ccc2nc(/C(C#N)=C\c3cc(O)ccc3[N+](=O)[O-])[nH]c2c1,?,/
C=CCn1c(=O)/c(=C\c2ccsc2)s/c1=C(/C#N)C(=O)NCCN1CCOCC1,?,/
O=C(CNC(=O)c1ccccc1Cl)c1ccccc1,-3.3%,8.1
O=C(Oc1ccccc1Cl)c1ccc2c(=O)n3c(nc2c1)CCC3,?,/
CCc1ccc(NC(=O)C2CCCN2C(=O)NC2CCCCC2)cc1 (stereo not given),?,/
S=c1[nH]nc(C2CCCCC2)n1/N=C/c1cccc(Br)c1,-2.9%,-8.7
Fc1cccc(CNC2CCN(CCc3ccccc3)CC2)c1,?,/
O=C(COc1ccc2oc(-c3ccccc3)cc(=O)c2c1)NCc1ccco1,?,/
CCC(C)NC(=O)CC1Oc2ccc(C)cc2NC1=O (stereo not given),?,/

Entries shown so far containing an NH in an aromatic ring (two):
molecule,Lipid storage S3,Lipid storage S3 cell count max
Cc1ccc2nc(/C(C#N)=C\c3cc(O)ccc3[N+](=O)[O-])[nH]c2c1,?,/
S=c1[nH]nc(C2CCCCC2)n1/N=C/c1cccc(Br)c1,-2.9%,-8.7

Further entries.
molecule,Lipid storage S3,Lipid storage S3 cell count max
COc1ccc(N2Cc3ccccc3/C2=N\C(=O)Nc2ccccc2)cc1,?,/
Cn1c(N)c(S(=O)(=O)N2CCN(Cc3ccccc3)CC2)c(=O)n(C)c1=O,5.4%,3.0
C=CCn1c(C(C)NC(=O)C(C)(C)C)nc2ccccc21 (stereo not given),8.9%,-8.3
Cn1c(=O)[nH]c(=O)c2c1nc(N1CCCCCC1)n2CCN1CCCCCC1,-0.5%,-14.3
Cc1ccc(C)c(OCCC(=O)OCC(=O)Nc2cc(S(=O)(=O)N3CCOCC3)ccc2C)c1,19.3%,4.6
CC(C)(C)OC(=O)N/N=C\C=C\c1ccc2c(c1)OCO2,?,/
Cc1c(C(=O)Oc2cccc3ccccc23)cnn1-c1ccccc1,?,/
CCc1ccc2oc(=O)cc(CN3CCN(c4ccc(F)cc4)CC3)c2c1,?,/
CSc1cccc(-c2nnc(NC(=O)c3cccc(N4C(=O)CCC4=O)c3)o2)c1,17.4%,14.9
NC(=O)c1ccsc1NC(=O)CS(=O)(=O)c1ccc(Cl)cc1,i,-1.7
CN(C)S(=O)(=O)c1ccc(N2CCCC2)c(C(=O)NCC2CCCCC2)c1,?,/
COc1ccc(C2N(c3ccc(Cl)cc3)C(=O)C3CCCN32)cc1 (stereo not given),?,/
CCOCCn1c(C(C)C)nc2ccccc21,?,/
Cc1ccc(NC(=O)CSCc2n[nH]c(=O)[nH]2)c(Br)c1,?,/
CCn1c2ccccc2c2cc(NC(=O)CSc3nnnn3-c3ccccc3)ccc21,11.8%,-7.4
O=C(NC1CCCc2ccccc21)C1CCN(S(=O)(=O)c2cccc(C(F)(F)F)c2)CC1 (stereo not given),?,/
CN(C)CCN(C(=O)c1ccc(S(=O)(=O)N(C)CC2CCCO2)cc1)c1nc2cc3c(cc2s1)OCO3 (stereo not given),?,/
N#C/C(=C/c1ccccc1)C(=O)NCc1ccccc1,2.59µM*,18.6*
COc1cc(CNC(=O)CCCC(=O)c2ccccc2)cc(OC)c1OC,-4.3%,3.3
CCCOc1ccc(C(=O)CCNc2cccc(Cl)c2)cc1,6.3%,5.9
C/C(=N\NC(=O)c1ccc(NS(=O)(=O)c2cccs2)cc1)c1ccccc1,?,/
COc1ccc(NC2CCCN(C(=O)CSc3ccccn3)C2)cc1OC (stereo not given),-17.1%,-4.5
C/C=C/c1ccc(OCC(O)CN(C)Cc2ccc(SC)cc2)c(OC)c1 (stereo not given),?,/
O=C(c1ccc(Br)cc1)N1CCC2(CC1)NCCc1[nH]cnc12,i,/
NC(=O)C(C(=O)/C=C/c1ccc(Cl)cc1)=C1SCCS1,5.5%,-2.7
Cc1ccc(CNC(=O)CCS(=O)(=O)c2cc3c(cc2Cl)NC(=O)CO3)cc1,?,/
CN(C)CCNC(=O)c1ccccc1-c1cc2ccccc2c(=O)o1,?,/
Cc1c(NC(=O)OCCNC(=O)COc2c(Cl)cccc2Cl)sc(=S)n1C,-26.3%,-20.6
CCCCCC(=O)OC(CN1CCCCCC1)CN1CCCC1=O (stereo not given),?,/
O=C(Nc1ccc(F)cc1)c1cc(-c2ccncc2)nc2c(Cl)cccc12,?,/
CCOC(=O)c1nnn(-c2nonc2N)c1COc1c(C=O)cccc1OC,?,/
COc1ccccc1NC(=O)CSc1nnc(C)n1CCc1ccccc1,?,/
O=C(c1ccccn1)N1CC=C(c2ccccc2)CC1,-12.0%,/
Cc1noc(/C=C/N(C)C)c1S(=O)(=O)N1CCCC(C(=O)NCc2ccccc2Cl)C1 (stereo not given),?,/
Cc1cccc(NS(=O)(=O)c2ccc3[nH]c(=O)[nH]c3c2)c1C,?,/
COc1cc(CCC(=O)N2CCN(c3cccc(C)c3C)CC2)cc(OC)c1OC,16.4%,14.8
Cc1cc(N2CCCc3ccccc32)n2ncnc2n1,?,/
COc1ccc(NC(=O)CC(C)C)c(OC)c1,?,/
C=CCOc1ccc(/C=C2/C(=O)ON=C2C)cc1OCC,?,/
CCOC(=O)C(=O)Nc1nnc(Cc2ccc(OC)c(OC)c2)s1,-0.7%,1.7
CCC(C)n1c(C)nc2c(c1=O)c1nc3ccccc3nc1n2-c1ccc2c(c1)OCCO2 (stereo not given),?,/
Cc1cccc(CSc2nnc(Cn3c(=O)sc4ccccc43)n2C)c1,6.9%,-7.1
CCOc1ccc2nc(NC(=O)CCC(=O)c3cccs3)sc2c1,?,/
N#Cc1cc(-c2ccccc2)nnc1Sc1ccc(F)cc1,?,/
CC(C)c1ccc(NC(=O)Nc2cnccn2)cc1,?,/
COCCn1nnnc1C(c1cc2cc(C)ccc2[nH]c1=O)N1CCN(C2CCCCC2)CC1 (stereo not given),21.0%,0.6
O=C(CSc1nnc(-c2cccnc2)n1C1CCCCC1)NC1CCCC1,-2.0%,17.3
O=S(=O)(Nc1ccc2c(c1)OCCO2)c1cccc2cccnc12,?,/
Cc1cc(-c2ccccc2)c(C#N)c(SCC(N)=O)n1,14.4%,-10.1
CC(=O)Nc1ccc(NC(=O)CSc2ncnn2-c2ccccc2)cc1,-12.7%,3.8
Cc1nnc(SCC(=O)N2c3ccccc3C(C)(c3ccc(Cl)cc3)CC2(C)C)s1 (stereo not given),21.7%,-7.9
COc1ccc(NC(=O)CSCc2cc(=O)n3cc(C)sc3n2)cc1,?,/
O=C(c1cc(S(=O)(=O)N2CCCCC2)ccc1Cl)N1CCOCC1,?,/
Cc1nc2ccccc2c2oc(C(=O)N3CCCC(C)C3)cc12 (stereo not given),?,/
O=C(Cc1ccccc1)Nc1ccc(NC(=O)c2cccs2)c(Cl)c1,?,/
CCOC(=O)c1sc2cccc(Cl)c2c1N,?,/
CCOc1ccc(N2CC(O)Cn3c2nc2c3c(=O)n(CCCc3ccccc3)c(=O)n2C)cc1 (stereo not given),i,16.1
O=C(Nc1cccc(Cl)c1)c1cc([N+](=O)[O-])ccc1N1CCN(CCO)CC1,i,/
COc1cc(Cl)c(S(=O)(=O)NCCCn2ccnc2)cc1Cl,-3.7%,29.0
Cc1cc(-c2nnc(-c3cccc(C(F)(F)F)c3)o2)no1,2.5%,11.7

Of the compounds above, 4 have a furan ring, fused or not:
molecule,Lipid storage S3,Lipid storage S3 cell count max
N#Cc1c(NC(=O)CCN2C(=O)c3ccccc3C2=O)oc(-c2ccccc2)c1-c1ccccc1,i,17.3
O=C(Nc1ccc(C(=O)O)cc1)/C(=C\c1ccco1)NC(=O)c1ccco1,i,5.4
O=C(COc1ccc2oc(-c3ccccc3)cc(=O)c2c1)NCc1ccco1,?,/
Cc1nc2ccccc2c2oc(C(=O)N3CCCC(C)C3)cc12 (stereo not given),?,/

More entries:
molecule,Lipid storage S3,Lipid storage S3 cell count max
C/C(=N\NC(=O)c1cccnc1)c1cccc([N+](=O)[O-])c1,-0.2%,12.8
Cc1cccc(C(=O)OCC(=O)N2CC(C)OC(C)C2)c1C (stereo not given),?,/
Cn1c(/C(C#N)=C/C2CC=CCC2)nc2ccccc21 (stereo not given),?,/
COc1ccccc1C(=O)NC(CCSC)C(=O)N1CCN(C/C=C/c2ccccc2)CC1 (stereo not given),?,/
Cc1cc(C(=O)Nc2ccc3ccccc3c2)oc1C,i,25.0
Cc1ccc(NC(=O)CN2C(=O)N/C(=C/c3ccco3)C2=O)cc1,9.8%,-12.1
Cc1cc(C)c(NC(=O)CO/N=C2\CCCc3nonc32)c(C)c1,?,/
Cc1cc(C(=O)NC(=S)Nc2cccc(C(=O)O)c2C)ccc1[N+](=O)[O-],-6.8%,4.2
COc1ccccc1OCC(=O)NCCS(=O)(=O)N1CCN(c2ccc(F)cc2)CC1,?,/
CCc1ccc(Nc2ncc3c(n2)CC(c2ccco2)CC3=O)cc1 (stereo not given),?,/
O=C(Nc1ccc(Br)cn1)c1ccc(COc2c(F)c(F)cc(F)c2F)o1,-11.8%,-3.2
CC1CCc2c(sc(N)c2C(=O)OC(C)C)C1 (stereo not given),i,2.5
COc1ccc(CN=C2NC(=O)CC(C(=O)Nc3cc(C)cc(C)c3)S2)cc1 (stereo not given),?,/
CCn1cc(C(=O)N2CCOCC2)c(=O)c2cc(S(=O)(=O)N(C)C3CCCCC3)ccc21,i,/
COc1cc(/C=C/C(=O)O)ccc1OS(=O)(=O)c1c(C)cc(C)cc1C,4.7%,-15.9
COc1ccc(N2CCN(c3ccc4nnc(CCC(=O)Nc5ccc(C)cc5)n4n3)CC2)cc1,?,/
COc1ccccc1N1CCN(Cc2cc(=O)n3ccsc3n2)CC1,-2.4%,-2.8
CCOC(=O)C1CCN(C(=O)c2ccc(CNS(=O)(=O)c3ccc(OC)cc3)cc2)CC1,4.5%,8.0
O=C(Nc1nc2ccsc2c(=O)s1)c1ccc(F)cc1,12.5%,12.1
COc1ccc(/C=N/NC(=O)c2cccc(Br)c2)cc1CSc1ccccn1,11.0%,25.3
c1csc(-c2noc(CN3CCc4sccc4C3)n2)c1,-5.5%,/
COc1ccc(OC)c(CN2CCN(C(=O)[C@@H](NC(=O)c3cccc(C)c3)C(C)C)CC2)c1,?,/
CCOc1ccc(NC(=O)C2CC(=O)N(c3ccc4c(c3)OCCO4)C2)cc1OCC (stereo not given),?,/
CC(=O)N1CCc2cc(S(=O)(=O)CCC(=O)Nc3ccc4c(c3)OCCO4)ccc21,12.7%,-3.3
O=C(CSc1nnc(CNC(=O)c2c(F)cccc2F)o1)NCc1ccc(F)cc1,i,-27.6
Cc1ccc2c(CC(=O)NCC3(N4CCOCC4)CCCCC3)coc2c1C,?,/
CCOc1ccc(CCNc2nc3ccccc3n3c(C)nnc23)cc1OCC,1.2%,8.5

This is a subset; rates above refer to the full screens.
